Assay outcomes: PubChem, Sanford-Burnham Center for Chemical Genomics
TAG inh = inhibitors of triacylglycerol accumulation, primary screen, cell-based, uHTS, fluorescence, H9c2 | inhibition, % at 12.5 µM | actives 0.66% (n = 230,000) | H9c2 cells, Nile Red lipid (TAG) fluorescence; cells loaded with 200 µM oleic acid;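 active = pattern-corrected inhibition of lipid staining of at least 50% with the nuclear-stain viability signal not falling by more than 50%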;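 also: 0% = DMSO wells and 100% = triacsin C control wells; some results filed as inactive read as strong as hits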
TAG inh DAPI viability = recorded beside TAG inh, whose call it bears; DAPI nuclei signal change (viability), lower = more cytotoxic, %;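 whole-well DAPI fluorescence read on a plate reader as a viability signal; minus 50 percent equals half of cells still viable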
Numbers without * were called inactive; ! = repeats disagree. Some of the compounds tested (hit frequency here may not be typical).

molecule | TAG inh | TAG inh DAPI viability
CC(Sc1nnc(Cc2ccccc2)o1)C(=O)NC1(C#N)CCCCC1 (stereo not given) | -10.2 | 0.4
COc1ccc(C(=O)Nc2cnc3sc(C)nn3c2=O)cc1 | 12.8 | -7.2
Cc1ccccc1Cn1c(C)cc(C)c(C#N)c1=O | 0.7 | -5.6
Cc1ccc(CNC(=O)COC(=O)c2nc(-c3ccccc3)oc2C)cc1 | -2.3 | 6.1
CC(C)(C)OC(=O)N1CCCN(C(=O)Nc2ccccc2)CC1 | -3.5 | -4.6
COc1cc(/C=C2\SC(=S)N(CC(=O)O)C2=O)ccc1OS(=O)(=O)c1ccc(C)cc1 | 1.4 | 1.1
O=[N+]([O-])c1ccc(Sc2cccc3cccnc23)c2cccnc12 | -2.3 | -1.6
CCc1ccccc1Nc1nc(N)nc(COC(=O)c2c(C)noc2C)n1 | -4.0 | 2.2
Cc1ccccc1OCc1n(CC(=O)OC2CC(C)CCC2C(C)C)c2ccccc2[n+]1C (stereo not given) | 75.5*! | -45.3*!
CCC(=NNC(=O)c1ccc2c(c1)nc(C)n2CC)c1cc(F)ccc1O | 16.0 | -14.5
COC(=O)[C@]1(C)N[C@H](CN(C)C(=O)c2ccc(C(C)(C)C)cc2)[C@@H]2C(=O)N(C)C(=O)[C@@H]21 | -4.8 | 3.1
O=C(O)C(Cc1c[nH]c2ccccc12)N1Cc2ccccc2C1=O (stereo not given) | 3.3 | -2.3

Going on with the list:
molecule | TAG inh | TAG inh DAPI viability
Nc1ccccc1C(=O)C[C@H](N)C(=O)O | -4.3 | -3.5
Cc1cc(S(=O)(=O)NCc2cccs2)ccc1-n1cnnn1 | -1.7 | 0.2
CC(C)NC(=O)c1onc(CSc2ccc(F)cc2)c1C(=O)NC(C)C | -0.5 | -9.0
C=CCN1C(=O)c2ccc(C(=O)N3CCN(S(=O)(=O)c4cccc([N+](=O)[O-])c4)CC3)cc2C1=O | -20.2 | 8.7
Cc1nn(-c2ccccc2)c(C)c1NC(=O)COC(=O)C1CC(=O)N(CCc2ccccc2)C1 (stereo not given) | 13.8 | -8.3
CC1(C)CC(=O)C2=C(C1)N(Cc1cccnc1)C(=O)C2(NC(=O)c1ccc(F)cc1)C(F)(F)F (stereo not given) | -6.9 | 0.8
CN1CCN(C(=S)NC(=O)/C=C/c2ccccc2Cl)CC1 | -1.6 | 7.5
CCOC(=O)CSc1nnc(-c2cc(OC)c(OC)c(OC)c2)o1 | 4.6 | 83.1
NC(Cc1ccc(F)cc1)c1csc(Nc2ccc(S(N)(=O)=O)cc2)n1 (stereo not given) | -9.4 | 19.7
CC(C)CCn1nnnc1C(c1ccc(F)cc1)N1CCC(C(N)=O)CC1 (stereo not given) | -17.8 | -0.6
COc1ccc(OC)c(C2C(C(=O)Nc3nc4ccccc4s3)=C(C)NC3=C2C(=O)CCC3)c1 (stereo not given) | -7.7 | 28.2
COc1ccccc1C1=NOC(Cn2c(NCCOCCO)nc3c2c(=O)n(C)c(=O)n3C)C1 (stereo not given) | -3.9 | -4.1

The list goes on.
molecule | TAG inh | TAG inh DAPI viability
Cc1nc2ccsc2c(=O)n1-c1cccc(Cl)c1 | -2.5 | -1.3
COc1ccccc1C(CNC(=O)c1cc(S(=O)(=O)N2CCOCC2)ccc1C)N1CCCC1 (stereo not given) | -0.9 | -1.4
O=C(Cn1cc(C(F)(F)F)ccc1=O)N1CCN(S(=O)(=O)c2ccc(Cl)cc2)CC1 | 2.6 | 0.9
COc1ccccc1-c1cc(N)n(S(=O)(=O)c2cccc3nsnc23)n1 | -14.4 | 3.3
CC1CCc2sc(C(=O)N/N=C/C3CCCCC3)cc2C1 (stereo not given) | 8.0 | 3.2
O=C(Nc1ccc(Br)cc1)c1cccc(N2C(=O)CCC2=O)c1 | 6.0 | -0.5
O=C(NCC(=O)N(Cc1cccs1)C(C(=O)NC1CCCCC1)c1ccncc1)c1ccco1 (stereo not given) | -4.7 | 4.2
COc1ccc(C(=O)C(C)[n+]2ccc(-c3nnc4n3CCCCC4)cc2)cc1 (stereo not given) | 10.8 | -9.1
CCCCOc1ccc(C(=O)N(Cc2ccccc2)C2CCS(=O)(=O)C2)cc1 (stereo not given) | 4.7 | 8.9
COc1ccc(Nc2nc(=O)c3cc([N+](=O)[O-])ccc3s2)cc1 | -16.5 | 11.9
Cc1oc(-c2cccc(Cl)c2)nc1CN1CCC(C(=O)N2CCN(c3ccccc3F)CC2)CC1 | -26.7 | 5.5
COc1cc(/C=N/NC(=O)c2cc(-c3ccco3)nc3ccccc23)cc(OC)c1O | -2.0 | 12.9

(list continues)
molecule | TAG inh | TAG inh DAPI viability
COC(=O)[C@@H](NC(=O)/C=C/c1ccc(OC)cc1)C(C)C | -2.2 | 6.3
COCCn1c(SCC(=O)Nc2nnc(C)s2)nnc1-c1ccoc1C | -0.6 | 3.8
CCCC(=O)NCc1cc(-c2nn(C)c(=O)c3ccccc23)ccc1C | 2.0 | -6.1
CC1CN(S(=O)(=O)c2ccc(C(=O)N(CCCN(C)C)c3nc4cc5c(cc4s3)OCCO5)cc2)CC(C)O1 (stereo not given) | 0.6 | 5.8
Cc1ccc(OCCn2cc(/C=C(\C#N)C(=O)NCC3CCCO3)c3ccccc32)cc1 (stereo not given) | -3.2 | -0.7
COc1ccc(S(=O)(=O)Nc2ccc(CC#N)cc2)cc1 | -6.1 | 1.7
COc1ccc(Cl)cc1C(=O)Nc1ccc(S(N)(=O)=O)cc1 | -3.1 | -4.1
OCCCNc1ncnc2c1ncn2[C@H]1CN(C2CCCC2)C[C@@H](CO)O1 | -0.8 | 3.5
O=C(c1ccccc1)N1C(=O)C(c2ccccc2)Oc2ccccc21 (stereo not given) | 0.6 | 7.0
Nc1cc(=O)[nH]c(SCC(=O)NNC(=O)Cc2ccccc2)n1 | -15.2 | 7.5
Cc1c(C(=O)OCCOC(C)C)[nH]c2c1C(=O)CC(c1ccco1)C2 (stereo not given) | 43.5 | -27.3
C=C(C)c1cccc(C(C)(C)NC(=O)NCc2cccnc2)c1 | -5.0 | -1.2

Whole records, looked up by structure.
COCCn1c(SCC(=O)Nc2nnc(C)s2)nnc1-c1ccoc1C as listed: TAG inh = -0.6; TAG inh DAPI viability = 3.8
Cc1c(C(=O)OCCOC(C)C)[nH]c2c1C(=O)CC(c1ccco1)C2 (stereo not given) as listed: TAG inh = 43.5; TAG inh DAPI viability = -27.3

Following part:
molecule | TAG inh | TAG inh DAPI viability
OC1O[C@H](c2ccc3c(c2)OCO3)[C@H]2CO[C@H](c3ccc4c(c3)OCO4)[C@@H]12 (stereo not given in full) | 8.5 | -10.6
CC(NS(=O)(=O)c1cccc(Cl)c1)C(=O)Nc1ccc(-c2nc3ccccc3s2)cc1 (stereo not given) | 15.7 | 14.7
O=C(Cn1c(C(F)(F)F)nc2ccccc21)N1CCCC1 | -4.2 | 7.4
Cc1ccc(C)c(N2CCN(c3nnnn3-c3ccccc3)CC2)c1 | -6.9 | -4.6
O=C(COC(=O)c1ccccc1[N+](=O)[O-])Nc1cc(S(=O)(=O)N2CCOCC2)ccc1N1CCCC1 | -0.5 | -7.3
CC(=O)c1ccccc1NCC(=O)Nc1ccc(C)cc1 | -4.5 | 0.2
CC(=O)N1N=C(c2ccccc2)OC1c1ccc([N+](=O)[O-])s1 (stereo not given) | -2.3 | -2.4
CN(C)CCNS(=O)(=O)c1ccc(Cl)cc1 | -11.0 | 7.0
Cc1ccccc1NC(=O)Cc1cccc(C(F)(F)F)c1 | -20.0 | -3.6
COCCCNC(=S)N/N=C/c1ccc2c(c1)OCO2 | -24.6 | 13.3
N#CCCN(C(=O)COC(=O)CSc1ccc(Cl)cc1)c1ccccc1 | -9.9 | 1.9
NC(=O)CSc1nc(O)cc(=O)n1-c1ccccc1 | -2.2 | -0.5

Carrying on:
molecule | TAG inh | TAG inh DAPI viability
Cc1cc(C)cc(OCC(=O)OCC(=O)Nc2cc(S(=O)(=O)N3CCOCC3)ccc2C)c1 | 0.8 | 2.0
N#Cc1c(NC(=O)c2cnn3cccnc23)sc2c1CCCC2 | 9.7 | -7.6
Cc1ccc2nc3ccc(N4CCCC4)nn3c(=O)c2c1 | 17.1 | 0.5
O=C(Nc1nc(-c2ccccc2)ns1)c1ccncc1 | 6.0 | -4.0
Cc1ccc(C(CC(=O)O)NC(=O)c2ccc(S(=O)(=O)N3CC(C)OC(C)C3)cc2)cc1 (stereo not given) | -1.3 | -6.0
O=S(=O)(Nc1ccc(-c2ccc3nncn3n2)cc1)c1cccs1 | -9.4 | 2.9
O=C(CCOc1ccccc1)Nc1ccc(S(=O)(=O)N2CCCC2)cc1 | -16.4 | -8.0
O=C(Nc1ccn(CC(=O)N2CCN(c3ccccn3)CC2)c(=O)n1)OCc1ccccc1 | -23.1 | 5.8
CC1CCC2(CC1)NC(=O)N(NC(=O)C1CCN(C(=O)c3ccc(Cl)cc3)CC1)C2=O (stereo not given) | -33.4 | 8.0
C/C=C1\NC(=O)[C@H](C)NC(=O)[C@@H](NC(=O)[C@@H](Cc2ccc(O)cc2)NC(=O)[C@@H](NC(=O)/C(C)=C/C)C(C)C)[C@@H](C)OC(=O)[C@H](CCCCc2ccc(O)cc2)NC(=O)[C@@H](CCC(=O)O)NC1=O | -4.4 | -5.3
O=C(Nc1nc2n(n1)C(c1ccc(F)cc1)CC(c1ccccc1)N2)c1ccco1 (stereo not given) | 5.7 | -3.7
CC1(C(=O)Nc2ccc3c(c2)OCO3)CCN1C(=O)Cc1ccc(-c2ccccc2)cc1 (stereo not given) | -41.5 | 9.0

Following part:
molecule | TAG inh | TAG inh DAPI viability
CCN1CCN(C(=O)/C=C/c2ccccc2[N+](=O)[O-])CC1 | 7.7 | 1.2
O=C(Nc1ccc2oc(-c3ccc(F)cc3)nc2c1)c1ccccc1F | 17.3 | -1.4
Cc1c(C(=O)NCc2ccc3c(c2)OCO3)sc(=O)n1Cc1ccc(S(C)(=O)=O)cc1 | -15.7 | 0.9
Cc1ccc(S(=O)(=O)Nc2ccc(=O)n(Cc3ccc(Cl)c(Cl)c3)c2)cc1 | -25.4 | 0.7
O=C(Nc1nnc([C@H]2C[C@H](O)[C@@H](CO)O2)s1)c1ccc(Oc2ccccc2)cc1 | 3.8 | 4.2
Cc1nnc(SCC(=O)Nc2ccc(S(N)(=O)=O)cc2)n(N)c1=O | 15.0 | -5.3
COC(=O)c1ccc2c(=O)n(CCCCCC(=O)N3CCN(c4ccccc4)CC3)c(=O)[nH]c2c1 | 14.0 | 8.9
Cc1[nH][nH]c(=O)c1C(c1ccc(-c2ccccc2C(=O)O)o1)c1c(C)[nH][nH]c1=O | 6.5 | -13.4
O=C(COC(=O)Cn1cnc2ccccc21)Nc1cc2c(cc1Cl)C(=O)c1ccccc1C2=O | 10.9 | -1.1
C=CCn1c(NCc2ccc(N(C)C)cc2)nc2ccccc21 | -24.7 | 1.2
COc1ccc(CCn2c(-c3ccco3)nc3nc4ccccc4nc32)cc1 | -8.8 | 2.0
Cc1ccccc1C(=O)N1CCC(C(=O)N(C)CCOc2ccccc2)CC1 | 7.1 | -2.9

Additional structures:
molecule | TAG inh | TAG inh DAPI viability
COC(=O)c1cccc(NC(=S)N2CCCCC2)c1 | -14.0 | -2.5
CCO[C@@H]1c2c(ccc3ccc(=O)oc23)OC(C)(C)[C@@H]1O | 7.7 | -3.7
CCN(CC)CCCNC(=O)c1cc(Sc2nnc(C)s2)nc2ccccc12 | 6.2 | 3.7
Cc1noc(C)c1CSCC(=O)OCC(=O)Nc1ccc(OC(F)(F)F)cc1 | -20.8 | -1.3
CCOC(=O)C1(C)CCN1C(=O)c1cccs1 (stereo not given) | -21.8 | 9.0
C=CCCC(=O)N1C[C@H]2CON(C)[C@H]2C[C@H]1c1cccc(Br)c1 | 1.0 | -2.7
CC1(C(=O)O)CCC2(C)CCC3(C)C(=CC(=O)C4C5(C)CCC(=O)C(C)(C)C5CCC43C)C2C1 (stereo not given) | 6.5 | -1.6
CC(O)(c1ccccc1)c1nc(-c2ccc(F)c(Cl)c2)cs1 (stereo not given) | -12.5 | -1.6
COc1cc(C2C(C(=O)c3sc(C)nc3C)=C(O)C(=O)N2CCN(C)C)cc(OC)c1OC (stereo not given) | -13.2 | 6.2
O=C(CSc1nnc(-c2ccccc2)o1)Nc1ccccc1F | -10.6 | 0.8
CCCCC[C@@H](/C=C/C1C(=O)C=C[C@H]1C/C=C\CCCC(=O)O)OC(C)=O (stereo not given in full) | -4.4 | 0.1
O=C(CCc1ccc(S(=O)(=O)N2CCOCC2)cc1)Nc1ccc2c(c1)OCCO2 | 5.6 | -2.3

(further entries)
molecule | TAG inh | TAG inh DAPI viability
CC(C)(OC1OC(CO)C(O)C(O)C1O)[C@H]1Oc2ccc3ccc(=O)oc3c2[C@H]1O (stereo not given in full) | 1.1 | 5.5
CCOC(=O)C1CCN(C(=O)COC(=O)c2cccc(NS(=O)(=O)c3ccccc3)c2)CC1 | -2.6 | -1.1
CCOC(=O)C(C)Oc1ccc(NC(=O)C(Cl)(Cl)Cl)cc1 (stereo not given) | 9.6 | -4.2
O=C(NCC(c1ccco1)N1CCCC1)c1cc(S(=O)(=O)N2CCCCC2)ccc1Cl (stereo not given) | 5.9 | -1.2
CCOc1ccccc1NC(=O)C(OC(=O)c1cc(C)oc1C)c1ccccc1 (stereo not given) | -15.0 | -4.2
Cc1ccc(S(=O)(=O)NN=C2C(=O)C3CCC2C3Cl)cc1 (stereo not given) | 1.2 | -0.9
Cc1noc(C(=O)N2CCN(c3ccc(F)cc3)CC2)c1Cl | -7.1 | 6.8
CC(=O)Oc1cccc(C(=O)Nc2ccc3c(c2)C(=O)N(CC2CCCO2)C3=O)c1 (stereo not given) | -8.0 | -2.5
